Compound activity (PubChem)
DAX1 inh-1 = inhibitors of DAX1 repression of SF-1 activated StAR promoter; HEK293T StAR-luciferase reporter, SF-1/DAX-1 repression relief; inhibition, % at 6.8 µM; 370,000 tested, 1.1% active; AID 652010;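 active = inhibition above the mean over all tested compounds plus 3 SD, cut at about 3.6% in these data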;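 also: 0% = DAX-1 cells with DMSO and 100% = cells lacking DAX-1 with DMSO; higher inhibition means more luminescence from relief of DAX-1 repression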
DAX1 inh-2 = inhibitors of human orphan nuclear receptor DAX1 (NR0B1). inhibition, % at 6.75 µM. P51843. AID 504766. HEK293 Gal4-DAX1 luciferase reporter, luminescence. 340,000 tested, 0.99% active;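 active = inhibition above the mean over all tested compounds plus 3 SD, cut at about 4.2% in these data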;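 also: 0% = DAX1-transfected cells with DMSO and 100% = empty-vector control cells with DMSO; inhibition shows as a rise in luminescence from relieved DAX1 repression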
NPR2 activator = GC-B (human) receptor activation. activation, % at 10 µM. 370,000 tested, 0.11% active. HEK293-GC-B cells, CNP EC30, cGMP TR-FRET; 0% at EC30 CNP, 100% saturating CNP. P20594;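 active = activation at 10 µM reaching about 35% in either raw or pattern-adjusted values, limit read from the data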
Target sequence (P20594 whole entry, looked up): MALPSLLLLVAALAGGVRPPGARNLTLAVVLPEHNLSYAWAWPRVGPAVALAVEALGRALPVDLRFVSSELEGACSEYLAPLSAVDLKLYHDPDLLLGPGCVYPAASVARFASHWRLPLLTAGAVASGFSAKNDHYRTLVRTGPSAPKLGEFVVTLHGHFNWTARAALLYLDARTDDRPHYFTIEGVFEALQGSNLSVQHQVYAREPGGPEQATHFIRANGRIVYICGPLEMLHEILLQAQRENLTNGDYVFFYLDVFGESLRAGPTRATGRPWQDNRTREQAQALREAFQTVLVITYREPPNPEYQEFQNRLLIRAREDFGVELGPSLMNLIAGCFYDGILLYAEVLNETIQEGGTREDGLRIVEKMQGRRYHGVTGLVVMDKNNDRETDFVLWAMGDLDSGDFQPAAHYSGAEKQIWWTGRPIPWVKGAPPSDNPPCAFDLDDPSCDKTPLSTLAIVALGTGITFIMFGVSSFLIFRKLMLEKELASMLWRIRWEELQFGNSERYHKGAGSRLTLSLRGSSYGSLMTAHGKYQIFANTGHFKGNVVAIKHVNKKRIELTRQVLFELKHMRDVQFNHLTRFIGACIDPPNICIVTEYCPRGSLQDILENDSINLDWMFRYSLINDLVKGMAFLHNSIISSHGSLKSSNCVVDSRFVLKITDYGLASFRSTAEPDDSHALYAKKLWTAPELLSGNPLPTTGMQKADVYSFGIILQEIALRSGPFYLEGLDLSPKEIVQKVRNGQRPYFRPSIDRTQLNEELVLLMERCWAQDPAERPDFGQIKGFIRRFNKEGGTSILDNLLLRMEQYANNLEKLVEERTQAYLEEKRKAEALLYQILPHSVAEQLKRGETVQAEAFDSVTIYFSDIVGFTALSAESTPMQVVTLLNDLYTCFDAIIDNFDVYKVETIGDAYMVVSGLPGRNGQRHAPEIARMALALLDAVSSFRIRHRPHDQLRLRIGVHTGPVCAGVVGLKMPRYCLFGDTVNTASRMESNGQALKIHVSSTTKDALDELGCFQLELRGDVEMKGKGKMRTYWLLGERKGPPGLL
GC-A act = GC-A (human) enzyme activation; P16066; HEK293 GC-A cells, cGMP TR-FRET, EC30 ANP; 0% at EC30 ANP, 100% saturating ANP; activation, % at 10 µM; 370,000 tested, 0.14% active; AID 1671463; in the data active = activation above about 40%
hcDAF-12 act = activates DAF-12 receptor from parasite H. contortus; HEK293 hcDAF-12 lit1-tk-luc reporter, luminescence; 0% DMSO, 100% Δ7-dafachronic acid; activation, % at 6.8 µM; 370,000 tested, 1.4% active;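 active = activation above the mean of all tested compounds plus 3 SD, cut at about 5.5% in these data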;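 also: 100% = response to 3 µM Δ7-dafachronic acid high control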
ADAM10 inh = inhibits human ADAM10. recombinant ADAM10, EDANS/DABCYL FRET peptide cleavage, 3 h. AID 720582. 370,000 tested, 0.62% active. O14672. inhibition, % at 7 µM;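 active = inhibition above a per-campaign cutoff equal to the mean of compounds falling between control-based bounds plus 3 SD, cut at about 20% in these data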;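 also: 0% = DMSO wells while the 100% control is not disclosed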
hgDAF12 agonist = agonists of H. glycines DAF-12 nuclear receptor; HEK293 GAL4-hgDAF12 UAS-luciferase reporter, agonist luminescence; normalized to butyrate control; activation, % at 6.8 µM; 370,000 tested, 1.8% active; AID 687014;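 active = activation above a cutoff set at the mean of all screened compounds plus 3 SD, cut at about 10% in these data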;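 also: 0% = DMSO wells and 100% = sodium butyrate wells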
SMARCA2 activ = SMARCA2 function activation, primary screen; MG213 cells, MMTV-luciferase reporter, dexamethasone, overnight; 370,000 tested, 1% active; AID 652017; activation, % at 9.1 µM; in the data active = activation above about 7.8%;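 also: 0% = vehicle wells and 100% = reference activator wells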
GAA850 FXN act = increases GAA850 frataxin promoter reporter activity; HEK293 lucGAA850 FXN promoter luciferase reporter, 24 h; percent of 10 µM SAHA response; activation, % at 6 µM; 360,000 tested, 0.56% active; AID 540364;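 active = activation above the average of all compounds screened plus 3 SD, cutoff fixed separately per campaign, cut at about 7.5% in these data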;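 also: 0% = DMSO wells and 100% = 10 µM SAHA wells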
HGIII-sPLA2 inh = Blocks human group III sPLA2 activity. Q9NZ20. QFRET BODIPY PC-A2 liposome hydrolysis, fluorescence. inhibition, % at 12.2 µM. 370,000 tested, 0.56% active. AID 743126;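 active = inhibition above mean plus 3 SD of compounds lying within the high and low control bounds, cut at about 19% in these data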;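 also: 0% = median of test compound wells and 100% = no enzyme DMSO wells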
ssDAF-12 act = S. stercoralis DAF-12 activation, primary screen; HEK293 ssDAF-12/GRIP1 lit1-tk-luc reporter, luminescence; % of 3 µM dafachronic acid response; activation, % at 6.8 µM; 370,000 tested, 1% active; AID 652126;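 active = activation above the mean over all tested compounds plus 3 SD, cut at about 0.9% in these data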;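 also: 0% = DMSO-only wells and 100% = 3 µM delta7-dafachronic acid wells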
* marks the source's active call; other numbers are inactive results. Compounds were not picked by outcome (roughly 6.6% active in at least one column).

What do the screens show for `COCCSc1nnc(NC(=O)CSc2ccccc2)s1`?
DAX1 inh-1: 0.9; DAX1 inh-2: 0.5; NPR2 activator: -2; GC-A act: 3; hcDAF-12 act: -2.4; ADAM10 inh: 15; hgDAF12 agonist: 0.8; SMARCA2 activ: -1; GAA850 FXN act: 1.1; HGIII-sPLA2 inh: -10; ssDAF-12 act: -1.4

How did C[C@@H](NCCc1ccc(O)cc1)[C@@H](O)c1ccc(O)cc1 do in these assays?
DAX1 inh-1: 1.9; DAX1 inh-2: 1.0; NPR2 activator: 1; GC-A act: 3; hcDAF-12 act: -2.9; ADAM10 inh: 6; hgDAF12 agonist: -3.9; SMARCA2 activ: -2; GAA850 FXN act: 6.5; HGIII-sPLA2 inh: 0; ssDAF-12 act: -1.0

How did CCCNc1c(F)c(F)c2c(C)c3ccccc3nc2c1F do in these assays?
DAX1 inh-1: 0.2; DAX1 inh-2: 1.7; NPR2 activator: 3; GC-A act: -2; hcDAF-12 act: -1.3; ADAM10 inh: -51; hgDAF12 agonist: 2.3; SMARCA2 activ: 5; GAA850 FXN act: 3.1; HGIII-sPLA2 inh: 1; ssDAF-12 act: -1.3

Results for COc1cc(OC)cc(C(=O)NCCSC2CCCCC2)c1 ?
DAX1 inh-1: -0.7; DAX1 inh-2: -0.4; NPR2 activator: 1; GC-A act: 2; hcDAF-12 act: -1.8; ADAM10 inh: 6; hgDAF12 agonist: 1.2; SMARCA2 activ: 0; GAA850 FXN act: 3.2; HGIII-sPLA2 inh: 0; ssDAF-12 act: -1.7

How did CCc1ccc(N2CC(C(=O)Nc3ccc(S(=O)(=O)N4CCCCC4)cc3)CC2=O)cc1 (stereo unspecified) do in these assays?
DAX1 inh-1: -0.6; DAX1 inh-2: 0.8; NPR2 activator: 1; GC-A act: -1; hcDAF-12 act: 2.3; ADAM10 inh: -2; hgDAF12 agonist: -0.6; SMARCA2 activ: -2; GAA850 FXN act: 2.9; HGIII-sPLA2 inh: 0; ssDAF-12 act: -0.9

Results for O=C(Cc1ccccc1)NN1C(=O)/C(=C/c2ccccc2C(=O)O)SC1=S ?
DAX1 inh-1: -0.3; DAX1 inh-2: 0.4; NPR2 activator: -8; GC-A act: 1; hcDAF-12 act: 1.4; ADAM10 inh: 2; hgDAF12 agonist: -0.7; SMARCA2 activ: 1; GAA850 FXN act: 1.6; HGIII-sPLA2 inh: -1; ssDAF-12 act: 0.1

Results for CC(=O)N/C(=N/c1nc(C)cc(C)n1)Nc1ccc(NC(C)=O)cc1 ?
DAX1 inh-1: -0.1; DAX1 inh-2: -0.5; NPR2 activator: 0; GC-A act: -1; hcDAF-12 act: -1.2; ADAM10 inh: 2; hgDAF12 agonist: -1.0; SMARCA2 activ: -1; GAA850 FXN act: -0.1; HGIII-sPLA2 inh: 2; ssDAF-12 act: -1.5

What do the screens show for `CC1(C)CC(CC(=O)O)CC(C)(C)N1`?
DAX1 inh-1: -1.4; DAX1 inh-2: 0.0; NPR2 activator: 1; GC-A act: 2; hcDAF-12 act: 0.0; ADAM10 inh: 7; hgDAF12 agonist: -0.1; SMARCA2 activ: -1; GAA850 FXN act: -0.1; HGIII-sPLA2 inh: 1; ssDAF-12 act: -1.4

What do the screens show for `Cc1ccsc1C(=O)Nc1ccc(S(=O)(=O)N2CCOCC2)cc1`?
DAX1 inh-1: -0.7; DAX1 inh-2: -0.5; NPR2 activator: 1; GC-A act: 1; hcDAF-12 act: -0.1; ADAM10 inh: -3; hgDAF12 agonist: 1.9; SMARCA2 activ: 0; GAA850 FXN act: 1.3; HGIII-sPLA2 inh: -1; ssDAF-12 act: -0.5

Results for COc1ccc(CNC(=O)[C@@H](C)NC(=O)C2CCN(C(=O)[C@@H](N)CCSC)CC2)cc1 ?
DAX1 inh-1: -1.1; DAX1 inh-2: 0.4; NPR2 activator: 4; GC-A act: 1; hcDAF-12 act: -1.7; ADAM10 inh: -21; hgDAF12 agonist: -0.7; SMARCA2 activ: -1; GAA850 FXN act: -0.3; HGIII-sPLA2 inh: 19; ssDAF-12 act: -1.7

What do the screens show for `CCOc1ccc(OCC)c(S(=O)(=O)NCCOC23CC4CC(CC(C4)C2)C3)c1`?
DAX1 inh-1: -1.1; DAX1 inh-2: -1.3; NPR2 activator: 9; GC-A act: -4; hcDAF-12 act: -5.5; ADAM10 inh: 6; hgDAF12 agonist: -3.2; SMARCA2 activ: -4; GAA850 FXN act: 0.9; HGIII-sPLA2 inh: -6; ssDAF-12 act: -2.3

How did CC1OC2(OC1C)C(=O)Nc1ccccc12 (stereo unspecified) do in these assays?
DAX1 inh-1: 0.4; DAX1 inh-2: -1.3; NPR2 activator: 5; GC-A act: 2; hcDAF-12 act: -0.9; ADAM10 inh: 1; hgDAF12 agonist: -0.5; SMARCA2 activ: -4; GAA850 FXN act: 0.6; HGIII-sPLA2 inh: 4; ssDAF-12 act: -0.9

Next part; the last 2 above are carried over.
What do the screens show for `CCOc1ccc(OCC)c(S(=O)(=O)NCCOC23CC4CC(CC(C4)C2)C3)c1`?
DAX1 inh-1: -1.1; DAX1 inh-2: -1.3; NPR2 activator: 9; GC-A act: -4; hcDAF-12 act: -5.5; ADAM10 inh: 6; hgDAF12 agonist: -3.2; SMARCA2 activ: -4; GAA850 FXN act: 0.9; HGIII-sPLA2 inh: -6; ssDAF-12 act: -2.3

How did CC1OC2(OC1C)C(=O)Nc1ccccc12 (stereo unspecified) do in these assays?
DAX1 inh-1: 0.4; DAX1 inh-2: -1.3; NPR2 activator: 5; GC-A act: 2; hcDAF-12 act: -0.9; ADAM10 inh: 1; hgDAF12 agonist: -0.5; SMARCA2 activ: -4; GAA850 FXN act: 0.6; HGIII-sPLA2 inh: 4; ssDAF-12 act: -0.9

What do the screens show for `CS(=O)(=O)N(CC(=O)N1CCN(c2ccccc2F)CC1)c1ccc2c(c1)OCCO2`?
DAX1 inh-1: -0.3; DAX1 inh-2: 0.0; NPR2 activator: 1; GC-A act: 0; hcDAF-12 act: -1.2; ADAM10 inh: 0; hgDAF12 agonist: 0.8; SMARCA2 activ: 1; GAA850 FXN act: -1.5; HGIII-sPLA2 inh: -8; ssDAF-12 act: -0.7

How did NC(=O)c1ccc2c(c1)S(=O)(=O)c1ccccc1C2=O do in these assays?
DAX1 inh-1: -0.4; DAX1 inh-2: -0.6; NPR2 activator: 4; GC-A act: 3; hcDAF-12 act: -1.9; ADAM10 inh: 6; hgDAF12 agonist: 1.1; SMARCA2 activ: 0; GAA850 FXN act: -1.5; HGIII-sPLA2 inh: -1; ssDAF-12 act: -1.6

Results for COc1cc(NC(=O)CN2C(=O)NC(C)(c3ccc4ccccc4c3)C2=O)c(C)cc1[N+](=O)[O-] (stereo unspecified) ?
DAX1 inh-1: -1.0; DAX1 inh-2: -1.1; NPR2 activator: 3; GC-A act: -2; hcDAF-12 act: -1.3; ADAM10 inh: 13; hgDAF12 agonist: -4.8; SMARCA2 activ: -5; GAA850 FXN act: 1.7; HGIII-sPLA2 inh: -23; ssDAF-12 act: -0.3

How did CCCC[C@H](CN(N=O)[C@@H](Cc1ccccc1)CN(C)N=O)N(CCc1ccccc1)N=O do in these assays?
DAX1 inh-1: -0.7; DAX1 inh-2: 0.3; NPR2 activator: -1; GC-A act: -4; hcDAF-12 act: -0.2; ADAM10 inh: 4; hgDAF12 agonist: 0.7; SMARCA2 activ: 1; GAA850 FXN act: 3.3; HGIII-sPLA2 inh: -11; ssDAF-12 act: -1.1

How did Cn1nc(C(F)(F)F)c(C(=O)Nc2ccc(Cl)cc2)c1Cl do in these assays?
DAX1 inh-1: -0.4; DAX1 inh-2: -1.2; NPR2 activator: -10; GC-A act: -7; hcDAF-12 act: 0.1; ADAM10 inh: 8; hgDAF12 agonist: 0.7; SMARCA2 activ: -1; GAA850 FXN act: 0.8; HGIII-sPLA2 inh: 2; ssDAF-12 act: -1.4

How did CC1(NCc2ccc(Cl)cc2)COP(=O)(NCc2ccccc2)OC1 (stereo unspecified) do in these assays?
DAX1 inh-1: 0.4; DAX1 inh-2: 1.8; NPR2 activator: -1; GC-A act: -6; hcDAF-12 act: 0.2; ADAM10 inh: -3; hgDAF12 agonist: -0.9; SMARCA2 activ: 5; GAA850 FXN act: -1.9; HGIII-sPLA2 inh: 5; ssDAF-12 act: -1.3

What do the screens show for `CCCc1nc(NCc2ccccn2)c2nnn(Cc3ccccc3F)c2n1`?
DAX1 inh-1: -0.3; DAX1 inh-2: 0.0; NPR2 activator: 16; GC-A act: 5; hcDAF-12 act: -2.4; ADAM10 inh: 1; hgDAF12 agonist: -0.7; SMARCA2 activ: 1; GAA850 FXN act: 1.9; HGIII-sPLA2 inh: 0; ssDAF-12 act: -0.1

Results for O=C(COC(=O)C1CCN(S(=O)(=O)c2ccc3c(c2)OCCO3)CC1)Nc1cccc2ccccc12 ?
DAX1 inh-1: 0.1; DAX1 inh-2: 0.0; NPR2 activator: 5; GC-A act: 3; hcDAF-12 act: -4.1; ADAM10 inh: -3; hgDAF12 agonist: -1.6; SMARCA2 activ: 0; GAA850 FXN act: 0.5; HGIII-sPLA2 inh: -5; ssDAF-12 act: -1.5

Results for CN(C)C(=O)/C(=C\c1cccc(Oc2ccccc2)c1)NC(=O)c1ccccc1 ?
DAX1 inh-1: -0.6; DAX1 inh-2: -1.5; NPR2 activator: 2; GC-A act: 4; hcDAF-12 act: -2.5; ADAM10 inh: -1; hgDAF12 agonist: -0.3; SMARCA2 activ: -3; GAA850 FXN act: -2.7; HGIII-sPLA2 inh: -9; ssDAF-12 act: -1.5

How did CCN(CC)S(=O)(=O)c1cc(NC(=O)CSc2nccn2C)ccc1C do in these assays?
DAX1 inh-1: -0.1; DAX1 inh-2: -1.5; NPR2 activator: 4; GC-A act: -1; hcDAF-12 act: 1.3; ADAM10 inh: 7; hgDAF12 agonist: -1.6; SMARCA2 activ: 1; GAA850 FXN act: 3.1; HGIII-sPLA2 inh: -5; ssDAF-12 act: -1.4

What do the screens show for `CC(C)C1Nc2ccc(S(N)(=O)=O)cc2C2C=CCC21` (stereo unspecified)?
DAX1 inh-1: 0.3; DAX1 inh-2: -1.0; NPR2 activator: 6; GC-A act: 1; hcDAF-12 act: -2.1; ADAM10 inh: -8; hgDAF12 agonist: -1.6; SMARCA2 activ: 6; GAA850 FXN act: 0.2; HGIII-sPLA2 inh: -16; ssDAF-12 act: -1.1

What do the screens show for `COc1ccc(C(c2sc3nc(C)nn3c2O)N2CCC(O)CC2)cc1OC` (stereo unspecified)?
DAX1 inh-1: -0.8; DAX1 inh-2: 0.0; NPR2 activator: 7; GC-A act: 0; hcDAF-12 act: -1.8; ADAM10 inh: -11; hgDAF12 agonist: -2.4; SMARCA2 activ: 0; GAA850 FXN act: -1.1; HGIII-sPLA2 inh: 7; ssDAF-12 act: -1.1
